# hcGAS inh – inhibitors of human cGAS. recombinant h-cGAS, ATP depletion, Kinase-Glo luminescence. inhibition, % at 12.5 µM. actives 0.081% (n = 290,000);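 also: 0% = vehicle reaction and 100% = reaction without DNA for no activity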
# Target sequence (Q8N884 whole entry, looked up): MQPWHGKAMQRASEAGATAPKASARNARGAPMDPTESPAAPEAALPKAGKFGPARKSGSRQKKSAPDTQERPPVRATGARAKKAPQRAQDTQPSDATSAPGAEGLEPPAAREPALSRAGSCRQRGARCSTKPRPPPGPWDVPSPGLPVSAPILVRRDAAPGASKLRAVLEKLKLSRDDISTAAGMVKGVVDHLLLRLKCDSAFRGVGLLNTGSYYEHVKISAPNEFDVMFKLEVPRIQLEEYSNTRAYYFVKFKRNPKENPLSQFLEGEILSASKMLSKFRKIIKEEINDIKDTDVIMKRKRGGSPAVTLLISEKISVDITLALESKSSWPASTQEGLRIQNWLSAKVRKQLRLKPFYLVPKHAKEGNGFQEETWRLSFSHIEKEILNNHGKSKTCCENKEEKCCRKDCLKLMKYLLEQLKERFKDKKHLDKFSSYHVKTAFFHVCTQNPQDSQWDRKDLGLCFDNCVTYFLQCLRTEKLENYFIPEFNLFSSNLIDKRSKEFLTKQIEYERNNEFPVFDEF
# NPYLR7 ag – activates Aedes aegypti NPYLR7 receptor; HEK293T NPYLR7/Galpha15, GCaMP6s calcium fluorescence; activation, % at 10 µM; actives 0.15% (n = 270,000); AID 1259423; in the data active = activation above about 40%;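 also: 0% = vehicle and 100% = reference agonist at the receptor; some compounds past the cut are filed as inactive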
# mcGAS lum – mouse cGAS inhibition by luminescence; actives 0.15% (n = 160,000); inhibition, % at 12.5 µM; recombinant cGAS, Kinase-Glo ATP depletion luminescence;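 also: 0% = negative control wells and 100% = reference inhibitor with no enzyme activity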
# Numbers without * were called inactive; . = not tested or not shown; & = joins results of further samples. Rule as the data show it, unless noted: active = inhibition above about 40%; inactive = the rest. Rows are unselected. Share with any hit: about 0.29%.
# Start of the listing, in advance, two compounds:
SMILES,hcGAS inh,NPYLR7 ag,mcGAS lum
Cc1ccc(C(=O)NCc2ccco2)cc1S(=O)(=O)N1CCOCC1,-6,-3,.
COc1cc2c(cc1OC)C(c1c(F)cccc1Cl)N(C(=O)c1ccco1)CC2 (stereo unspecified),-5,-1,-7

# The list itself, from the first entry:
SMILES,hcGAS inh,NPYLR7 ag,mcGAS lum
Cc1ccc(C(=O)NCc2ccco2)cc1S(=O)(=O)N1CCOCC1,-6,-3,.
COc1cc2c(cc1OC)C(c1c(F)cccc1Cl)N(C(=O)c1ccco1)CC2 (stereo unspecified),-5,-1,-7
CCN1CCN(c2nc3c(c(=O)n(C)c(=O)n3C)n2CCSc2nccc(C)n2)CC1,0,-7,.
O=C(CC1CCCC1)Nn1cnc2c(cnn2-c2ccc(F)cc2)c1=O,-16,5,.
COCCOCCS(=O)(=O)Nc1ccccc1C(C)C,-16,-1,.
CN(C)S(=O)(=O)c1ccc(-c2nc(C#N)c(NCc3cccnc3)o2)cc1,-2,-4,-7
O=C(O)CCn1[nH]c(=O)ccc1=O,-1,2,.
COc1ccc(Oc2ccc([N+](=O)[O-])cc2C(=O)N(C)C2CCN(C)CC2)cc1,-5,-8,-4
O=C(Nc1ccccc1F)C1C2CC/C=C\CC/C=C/CCC21 (stereo unspecified),-3,-7,.
CNC(=O)c1cc(-c2cccc(C(C)OC)c2)ccc1Cl (stereo unspecified),-1,0,.
CCNC(=O)C1(C)CCCN1C(=O)c1ccccc1F (stereo unspecified),-12,5,-9
O=C(NCc1ccnc2ccccc12)C1CCOc2ccccc21 (stereo unspecified),-4,-2,.
COc1cccc(-c2cc(C(=O)N3CCN(C(=O)c4cccs4)CC3)c(C)n2-c2ccccc2)c1,8,.,-1
CC(C)O[C@H]1CN(c2nc(C(C)(C)C)nc3c2cnn3C)C[C@@H]1O,-8,.,-7
CC(C)Sc1n[nH]c(NS(=O)(=O)c2cccc(F)c2)n1,-7,2,.
FC(F)(F)c1ccccc1CSc1nccn1C1CC1,-6,-3,.
O=C(c1cccc(F)c1)N(CC(=O)N1CCc2sccc2C1c1ccc(Cl)cc1Cl)C1CC1 (stereo unspecified),3,-2,-6
Cc1ccc(NC(=O)CC(=O)N2CCN3C(=O)CNC(=O)C3C2)c(C)c1 (stereo unspecified),-3,4,-9
CCOC(=O)c1sc(-c2ccc(Cl)cc2)cc1NC(=O)CN1CCN(S(N)(=O)=O)CC1,-2,0,-6
CC(C)c1ccccc1NS(=O)(=O)c1cccs1,2,-11,.
COc1ccc(OC)c(C2c3cccn3-c3ccccc3N2C(=O)CN(C(=O)Nc2ccc(C)c(C)c2)C2CC2)c1 (stereo unspecified),0,16,-3
CCCc1cc(NCCN(C)C)n2c(nc3ccccc32)c1C#N,-5,11,.
CCCCc1nc2cc(C(=O)NCCSc3nncn3C)ccc2o1,-3,5,.
Cc1oc(-c2cccc(F)c2)nc1CC(=O)N1CCc2ccccc2C1c1ccc(F)cc1 (stereo unspecified),-3,5,-6
CCCn1c(=NC(=O)C2=COCCO2)sc2cc(F)ccc21,-5,2,-7
CCS(=O)(=O)N1CCC(C(=O)Nc2ccc(Br)cc2Cl)CC1,-5,2,.
CCN(CC)CCN(C)C/C(C)=C/c1ccccc1,2,-1,-1
CC(=O)c1ccc(S(=O)(=O)NCCOc2ccc(-c3ccc(C)cc3)nn2)cc1,-6,-1,-9
CC(C)n1nc(C(=O)N(C)c2ncccc2F)c2ccccc2c1=O,1,2,.
CC(C)(C)NC(=O)Cn1nc(-c2ccco2)c2sc(N3CCCCC3)nc2c1=O,-8,-1,-8
CC(C)c1cc(N(C)C2CCCCC2)nc(SCc2ccc(C(=O)N3CCCC3)o2)n1,-2,2,-4
C/C(=N/NC(=O)CN1CCOCC1)c1ccc([N+](=O)[O-])cc1,6,-6,.
Cc1ccc(CN(CCc2ccccc2)C(=O)CN(Cc2ccc(C(F)(F)F)cc2)Cc2ccco2)o1,1,-7,2
O=C(NC(c1ccccc1)c1ccc2ccccc2n1)C1CCN(Cc2cccc(C(F)(F)F)c2)CC1 (stereo unspecified),3,-4,2
COc1cccc(C(CN2CCN(S(=O)(=O)c3ccc(Cl)cc3)CC2)OCc2cccc(Cl)c2)c1 (stereo unspecified),4,13,-2
O=C(c1ccccc1)N1CCC(NCCOc2ccccc2F)CC1,-2,8,.
CNC(=O)Cn1nc(C)c2cnn(-c3ccccc3)c2c1=O,-1,-7,.
CC1=NCCN1S(=O)(=O)c1ccc(Br)c(C)c1,-12,0,-4
CC(C)c1cc(C2CCCN2Cc2cncn2C2CCCCC2)no1 (stereo unspecified),-11,.,-6
Cc1nn(C)c(Cl)c1S(=O)(=O)N1CC[C@@H]2CC[C@H](C1)N2C,-12,-1,.
CCc1nc2ccc(C(=O)NC3CCN(C)CC3)cn2c1N(C)Cc1cc2ccccc2s1,-4,13,-3
O=C(CCc1ccccc1)N1CCN(Cc2cc(=O)c(OCc3ccc(C(F)(F)F)cc3)co2)CC1,-11,29,-6
CN(Cc1ccccc1)S(=O)(=O)c1ccc(N2C(=O)c3ccccc3C2=O)cc1,-3,1,.
CC(c1nc2ccccc2n1C(F)F)N(C)CCN1CCOCC1 (stereo unspecified),-9,13,.
O=C(NCCc1ccccc1)c1ccccc1N1CCC(NC(=O)C2CCCC2)CC1,-2,8,-5
O=C(CN1CCCC1)N1N=C(c2ccccc2Cl)CC1c1ccc2c(c1)OCO2 (stereo unspecified),-1,-2,-2
COc1ccc(OCCNC(=O)c2cc(-c3ccc(C)o3)nc3cc(OC)c(OC)cc23)cc1,-6,-5,-7
COc1ccc(CSc2nncn2C2CC2)c(Br)c1OC,-8,1,.

# Part of the list above, with two lines to a compound.
# Values in the order – hcGAS inh	NPYLR7 ag	mcGAS lum
O=C(CCc1ccccc1)N1CCN(Cc2cc(=O)c(OCc3ccc(C(F)(F)F)cc3)co2)CC1
  -11	29	-6
CN(Cc1ccccc1)S(=O)(=O)c1ccc(N2C(=O)c3ccccc3C2=O)cc1
  -3	1	.
CC(c1nc2ccccc2n1C(F)F)N(C)CCN1CCOCC1 (stereo unspecified)
  -9	13	.
O=C(NCCc1ccccc1)c1ccccc1N1CCC(NC(=O)C2CCCC2)CC1
  -2	8	-5
O=C(CN1CCCC1)N1N=C(c2ccccc2Cl)CC1c1ccc2c(c1)OCO2 (stereo unspecified)
  -1	-2	-2
COc1ccc(OCCNC(=O)c2cc(-c3ccc(C)o3)nc3cc(OC)c(OC)cc23)cc1
  -6	-5	-7
COc1ccc(CSc2nncn2C2CC2)c(Br)c1OC
  -8	1	.

# (continued)
SMILES,hcGAS inh,NPYLR7 ag,mcGAS lum
COCCN(Cc1nc(-c2cc(F)cc(F)c2)oc1C)C(C)C,-5&-11,-3&9,.
O=C(NCc1ccccn1)c1ccc(CSc2nc(-c3ccccc3)cc(N3CCN(c4ccccc4F)CC3)n2)cc1,-8,12,-6
Cc1cccc2[nH]c(CCN(C)Cc3cccc4c3OCO4)nc12,-8,2,-9
COc1ccc(-n2nc(C(C)(C)C)cc2NC(=O)CN(CC(C)C)C(=O)NC23CC4CC(CC(C4)C2)C3)cc1,3,1,-5
C=CCOCC(O)CN(Cc1ccco1)Cc1c(-c2ccccc2)noc1N1CCCCC1 (stereo unspecified),-4,9,-5
Cc1nc2c(=O)n(CC(=O)NC(C)(C)C)nc(-c3cccs3)c2s1,3,-1,-6
CC(C)(C)CC(=O)N1CCN(S(=O)(=O)c2ccc(Cl)c(Cl)c2)CC1,-8,11,-7
O=C(OCCN1CCOCC1)C1(c2ccccc2)CCCCC1,-8,5,-2
CCCc1c(OCC(O)COc2ccc3c(=O)cc(C(=O)O)oc3c2CCC)ccc(C(C)=O)c1O (stereo unspecified),-5,-2,.
CNS(=O)(=O)CCNCC1(O)CCCN(Cc2cccc(C)c2)C1=O (stereo unspecified),-4,.,-10
Cc1csc(=Nc2ccc(Cl)c(Cl)c2)n1CC1CCCO1 (stereo unspecified),-4,2,-5
COc1ccc(CNS(=O)(=O)C2CCCCC2Cl)cc1OC (stereo unspecified),-8,7,-13
COc1cccc(C(=O)N2CCSC23C(=O)N(Cc2cccc(C)c2)c2ccc(F)cc23)c1 (stereo unspecified),-6,1,-4
CCOC(=O)CCNC(=O)N1CCCC(CNC(=O)c2ccc(-c3ccccc3)cc2)C1 (stereo unspecified),-4,3,-7
O=C(NC1CC(=O)N(Cc2ccccc2Cl)C1)C1CCC1 (stereo unspecified),-4,6,.
CCN(C(=O)Cc1cccc2cccnc12)C1CCS(=O)(=O)C1 (stereo unspecified),4,1,.
CCNC(=O)N1CC(C(=O)NCCN(C)C)CC(c2ccc(OC)c(OC)c2)C1 (stereo unspecified),-4,.,-4
CCCOc1cc(N)ccc1C(=O)OCCN(CC)CC,0&-4,-14&11,.
CC(c1ccc(-c2ccc(C(=O)O)c(Cl)c2)cc1)N1CCCCC1 (stereo unspecified),0,-2,.
COCc1nn2c(nnc3c(=O)n(C(C)C)ccc32)c1-c1ccc(F)cc1,-2,4,.
CC(=O)c1cccc(NC(=O)Nc2ccc3nc([C@@H]4O[C@H](CO)[C@@H](O)[C@H](O)[C@H]4O)[nH]c3c2)c1,-6,11,-3
Cc1cc(Nc2ccc(S(=O)(=O)N3CCC(C)CC3)cc2[N+](=O)[O-])ccc1N1CCN(C)CC1,0,-1,0
O=C(NC1CCN(c2ccccc2C(=O)N2CCN(c3ccccc3Cl)CC2)CC1)c1cccs1,1,5,.
Oc1ccc(Nc2nc3nonc3nc2Nc2ccc(O)cc2)cc1,-10,-2,.
CCOC(=O)CSc1nc(N)c(C#N)c(CC(C)C)c1C#N,-2,13,-6
CC(=O)Nc1cccc(C(C)NS(=O)(=O)N2CC(C)CC(C)C2)c1 (stereo unspecified),-15,-7,.
CCCCNC(=O)N1CCN(c2nc(Cc3ccccc3)nc3onc(-c4cccc(Oc5ccccc5)c4)c23)CC1,2,4,-4
COCCN1CC(NCC(=O)Nc2cccc(C)c2C)CC1=O (stereo unspecified),-6,4,-18
CCn1c(C(=O)N(CC(C)O)C(C)C)cc2ccccc21 (stereo unspecified),2,-7,.
COc1cccc(N2CCN(CC(=O)c3c(C)[nH]c4ccccc34)CC2)c1,-1,3,-6
O=[N+]([O-])c1cc(S(=O)(=O)N2CCCC2)ccc1NN=C1CCCCC1,-11,-7,.
CSc1nc(N2CCCCC2)c2cnn(CCNC(C)=O)c2n1,-4,.,-8
CCSc1nc2c(c(=O)n1-c1ccc(OC)c(OC)c1)SCC2,-4,-10,-6
Cc1ccc2nc(-c3ccc(F)cc3)cn2c1,-38&-55,2&2,-22
CCCCN(Cc1nc2ccccc2c(=O)[nH]1)C(=O)COc1ccc(F)cc1Cl,-5,8,-5
C/C=C(\C)CN(C)Cc1nc2ccc(C)cc2[nH]1,-6,2,.
CCCn1cc(C2CCN(C(=O)c3ccc(C#N)cc3)CC2)c2ccccc21,-13,4,-8
CC(C)NC(=O)Nc1ccc(CNC(=O)c2csc3c2CCCC3)cc1,-4,5,.
COCCCN(Cc1ccc([N+](=O)[O-])cc1)Cc1cccn1Cc1ccc(C(F)(F)F)cc1,-2,16,-4
CCOC(=O)C1(CCOc2ccccc2)CCN(Cc2nc(C(C)C)cs2)CC1,-6,-5,-4
CC1=NOC(C(=O)N(C)Cc2c(C)noc2C)C1 (stereo unspecified),-1,-2,-7
Cc1cc(C)cc(N(C)C(=O)c2ccc(-n3cnnn3)c(C)c2)c1,-4,1,-6
CCN1CCN(c2nc(-c3cnc(N4CCCCC4)nc3C)cc(=O)[nH]2)CC1,-4,2,-6
Cc1ccccc1CCC1CCCN(CCO)C1 (stereo unspecified),-4,3,-10
C=C(C)Cn1c(N2CCC(Cc3ccccc3)CC2)nc2c1c(=O)[nH]c(=O)n2C,1,9,.
O=C(OCCCC(F)(F)C(F)(F)F)c1cccc([N+](=O)[O-])c1,2,-7,.
COCC(C)NC(=O)c1occc1CS(=O)(=O)c1ccccc1 (stereo unspecified),-8,10,.
CCCC(=O)N1CC(=O)N2CC(C)c3ccccc3C2C1 (stereo unspecified),-4,-1,-6

# 2 records picked at random from the list so far:
SMILES,hcGAS inh,NPYLR7 ag,mcGAS lum
CC1=NOC(C(=O)N(C)Cc2c(C)noc2C)C1 (stereo unspecified),-1,-2,-7
CCCC(=O)N1CC(=O)N2CC(C)c3ccccc3C2C1 (stereo unspecified),-4,-1,-6

# Continued:
SMILES,hcGAS inh,NPYLR7 ag,mcGAS lum
N#CC(=Cc1ccc(O)cc1)S(=O)(=O)c1ccc(Br)cc1,2,1,.
COc1cccc(CC2CCCN2C(=O)Cc2[nH]nc3ccccc23)c1 (stereo unspecified),7,3,2
CCC(C(=O)OCC(=O)Nc1ccc(C)c(Cl)c1)c1ccccc1 (stereo unspecified),0,1,.
CC(=O)Nc1ccc(CC(=O)C(C#N)c2nc3nccc(C)c3[nH]2)cc1 (stereo unspecified),-7,7,-14
Cc1ccc2oc(-c3cccc(NC(=O)c4ccc(Cl)cc4)c3)nc2c1,0,16,-4
CCN(CC)S(=O)(=O)NCC(C)(CC)N1CCOCC1 (stereo unspecified),-14,0,.
Cn1ccccc1=NCCCN1CCOCC1,-2,15,-4
Cc1cnc(C(=O)N(C)CCCc2cc(-c3cccc(F)c3)n[nH]2)cn1,5,-2,.
CC(=O)c1ccc(OC(=O)COc2cccc(OCCC(C)C)c2)cc1,-4,-5,-5
CCN(Cc1ccc(Cl)s1)C(=O)c1ccc(OC)cc1O,2,2,.
Cc1ccccc1NC(=O)CC(=O)NCCC(=O)Nc1ccccc1F,-2,1,-19
Fc1ccc(Oc2cc(N3CCN(C4CCCC4)CC3)ncn2)c(F)c1,-5,-9,-9
C=CCN=C1SCC(=O)N1S(=O)(=O)c1ccccc1,-4,6,.
Cc1ccc(C)c(-c2cc(C(=O)NCCC(=O)NCCc3ccccn3)no2)c1,-3,.,-3
CCCCN(CCC(=O)NCCc1ccc(OC)c(OC)c1)c1nc(Cc2cccc(OC)c2)ns1,12,-6,1
